Source: PubChem
VP16 counter: counter-screen for ROR gamma inhibitors: Gal4-VP16 reporter | Drosophila S2 Gal4-VP16 UAS-luciferase, luminescence, 20 h | Potency, µM (highest dose often 53.6 µM), without a hit: at the highest dose activity, negative = inhibition, hits mostly inhibitors | 310,000 compounds, 3.5% hits;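 note: Gal4-VP16 expression switched on by copper sulfate through the metallothionein promoter; potency is the fitted concentration of half-maximal effect; % is set by controls: 0 for no effect and ±100 for the full control effect; nearly all actives have a fitted effect of over 50% in size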
NPC1 prom act: activates the NPC1 promoter | AID 485313 | 320,000 compounds, 2.4% hits | Potency, µM (titrated, usually from 9.22 µM), without a hit: at the highest dose activation, hits mostly activators | Huh7 NPC1 promoter luciferase reporter, 24 h;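 note: potency is the fitted concentration of half-maximal effect; % of control where 0% means no effect; nearly all actives have a fitted effect of over 60% in size; reporter is driven by a mutant NPC1 promoter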
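Cells: Huh7 expressing luciferase under the NPC1 promoter, 1500/well. Seeded 2 h, compound added, incubated 24 h at 37 °C. Luciferase reagent, 10 min ambient, then luminescence.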
Menin-MLL TR inh: inhibitors of human menin-MLL interaction, mutant MLL peptide. O00255. Menin + Texas Red MLL mutant peptide, fluorescence polarization. Potency, µM (doses to about 61.6 µM), inactives show at the top dose FP activity change, negative = inhibition, usual class: inhibitors. 270,000 compounds, 0.23% hits. AID 1768; active = well fitted inhibition curve with a large enough effect in the polarisation, with a control signal flat, not every such curve was filed as active; inconclusive = small, poorly fitted or top-dose-only effect, or effect the other way, or a change in a side signal; inactive = no such curve, though single readings can be large or run the other way; the % refers to the polarisation; note: potency is the fitted concentration of half-maximal effect; % of control where 0% means no effect; many of its hits are not listed in these tables
PKM2 activator: increases activity of human pyruvate kinase M2; purified PKM2, Kinase-Glo ATP luminescence, activation; response scale: 0% is enzyme alone, no compound; Potency, µM (doses to about 57.5 µM), without a hit: at the highest dose activation, hits mostly activators; 260,000 compounds, 0.34% hits; note: potency is the fitted concentration of half-maximal effect; % is set by controls: 0 for no effect and ±100 for the full control effect; nearly all actives have a fitted effect of over 55% in size
Target sequence (P14618 whole entry, looked up): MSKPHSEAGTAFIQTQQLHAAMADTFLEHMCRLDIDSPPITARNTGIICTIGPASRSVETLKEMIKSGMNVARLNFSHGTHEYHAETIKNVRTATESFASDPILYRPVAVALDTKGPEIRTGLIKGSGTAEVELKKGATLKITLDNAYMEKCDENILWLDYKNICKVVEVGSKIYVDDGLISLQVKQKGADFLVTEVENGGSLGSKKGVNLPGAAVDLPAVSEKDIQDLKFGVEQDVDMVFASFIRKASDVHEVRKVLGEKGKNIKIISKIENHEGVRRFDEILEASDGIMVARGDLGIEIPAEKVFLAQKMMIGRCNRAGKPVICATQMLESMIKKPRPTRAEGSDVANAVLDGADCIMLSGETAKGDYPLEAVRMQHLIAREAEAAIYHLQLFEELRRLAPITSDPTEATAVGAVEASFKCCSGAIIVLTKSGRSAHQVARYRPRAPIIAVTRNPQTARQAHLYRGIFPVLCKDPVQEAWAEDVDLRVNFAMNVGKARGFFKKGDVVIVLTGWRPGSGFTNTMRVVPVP
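Purified hPK-M2 (>95% pure) converted ADP (0.1 mM final) to ATP with 0.5 mM PEP in 50 mM imidazole pH7.2, KCl, MgCl2, Tween 20, BSA; 1 h at room temperature. ATP detected by Kinase-Glo luminescence.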
p53 reactivation: re-activators of mutant p53 | H1299 p53-A138V BP100-luciferase reporter, luminescence, 24 h | Potency, µM (top dose mostly 92.2 µM), inactives show top-dose activity change, positive = activation, usual class: activators | 320,000 compounds, 0.063% hits | AID 504706; note: potency is the fitted concentration of half-maximal effect; % of control where 0% means no effect; nearly all actives have a fitted effect of over 45% in size
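p53-null H1299 cells stably carrying temperature-sensitive p53-A138V and a BP100-luciferase reporter were pinned with compounds (4-point, 1:5 series) and held 24 hrs at 37 deg C. Luminescence was read 10 min after detection reagent.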
Rab9 prom act: Rab9 promoter activation | 320,000 compounds, 2.8% hits | Potency, µM (doses to about 9.22 µM), without a hit: at the top dose activation, negative = inhibition, most hits filed as activators | Huh7 Rab9 promoter-luciferase reporter, luminescence, 24 h | AID 485297; note: potency is the fitted concentration of half-maximal effect; % of control where 0% means no effect; nearly all actives have a fitted effect of over 60% in size
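Measured in stably transfected Huh7 cells bearing a Rab9 promoter–luciferase construct: 24 h compound treatment at 37 °C, followed by luminescence detection.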
Giardia kill: Giardia lamblia killing; activity change, % at 7.66 µM, hits read low; Giardia lamblia trophozoite viability; 340,000 compounds, 0.15% hits; in the data active = activity change below about -80%; inconclusive = between about -30% and that limit;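 note: parasites exposed to compound for two days anaerobically before the ATP read; % is set by controls: 0 for no effect and ±100 for the full control effect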
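Luminescence from cellular ATP indicates surviving trophozoites (100 cells/well) following 48 hrs anaerobic compound treatment at 37 deg C; signal develops 15-30 min at room temperature.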
FLuc modulator: inhibits or activates purified firefly luciferase, miR-21 counter-screen | P08659 | purified FLuc, Km substrates, luminescence inhibition | Potency, µM (titrated, usually from 57.5 µM), inactives show at the top dose activity change, negative = inhibition, hits mostly inhibitors | 360,000 compounds, 6.9% hits | AID 588342;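 note: potency is the fitted concentration of half-maximal effect; plate controls were vehicle for no effect and reference inhibitor for full effect; nearly all actives have a fitted effect of over 55% in size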
Target sequence (P08659 whole entry, looked up): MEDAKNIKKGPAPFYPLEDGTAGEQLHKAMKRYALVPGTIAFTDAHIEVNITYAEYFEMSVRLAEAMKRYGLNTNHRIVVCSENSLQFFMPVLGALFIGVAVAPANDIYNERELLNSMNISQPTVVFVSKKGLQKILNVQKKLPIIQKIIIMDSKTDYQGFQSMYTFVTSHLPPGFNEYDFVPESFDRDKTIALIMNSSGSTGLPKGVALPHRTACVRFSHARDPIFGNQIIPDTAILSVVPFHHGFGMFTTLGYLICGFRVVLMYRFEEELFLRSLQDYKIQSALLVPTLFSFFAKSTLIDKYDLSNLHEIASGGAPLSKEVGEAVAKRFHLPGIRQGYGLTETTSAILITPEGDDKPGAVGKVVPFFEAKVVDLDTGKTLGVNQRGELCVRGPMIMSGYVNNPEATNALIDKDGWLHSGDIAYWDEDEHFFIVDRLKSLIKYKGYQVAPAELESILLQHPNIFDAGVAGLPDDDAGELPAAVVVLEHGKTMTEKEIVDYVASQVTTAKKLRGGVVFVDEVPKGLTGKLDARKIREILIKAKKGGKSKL
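Purified P. pyralis luciferase (10nM final) with 10uM D-luciferin and 10uM ATP (Km levels) in 50mM Tris acetate pH 7.5, 10mM Mg acetate, 0.01% Tween-20, 0.05% BSA; qHTS 6-point titration, ~60 µM downward; luminescence read.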
RORgamma inh: ROR gamma (mouse) transcription inhibition; AID 2551; 310,000 compounds, 5.4% hits; Potency, µM (series often up to 53.6 µM), without a hit: top-dose activity change, negative = inhibition, actives largely listed as inhibitors; P51450; Drosophila S2 Gal4-RORgamma UAS-luciferase reporter, 20 h; note: potency is the fitted concentration of half-maximal effect; % is set by controls: 0 for no effect and ±100 for the full control effect; nearly all actives have a fitted effect of over 60% in size
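Compounds are pin-transferred onto Drosophila Schneider cells expressing a copper-inducible Gal4–ROR gamma transactivation domain fusion. After 1 hr, copper sulfate is added to 700 uM final; luciferase is read 20 hr later.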
ELG1 genotoxic: induces genotoxicity in HEK293T cells with luciferase-tagged ELG1. HEK293T ELG1-luciferase reporter, luminescence, 16 h. Potency, µM (doses to about 46 µM), inactives show top-dose activity change, positive = activation, actives largely listed as activators. 330,000 compounds, 1.3% hits. AID 504466; note: potency is the fitted concentration of half-maximal effect; % of control where 0% means no effect; nearly all actives have a fitted effect of over 60% in size
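16 hr compound incubation (37 °C, 5% CO2) of HEK293T cells carrying luciferase-tagged ELG1; luciferase then measured by ONE-Glo luminescence after 30 min at RT.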
BRCA1 expr act: activators of BRCA1 expression. MCF7-BRCA1-FFLuc reporter, luminescence, 48 h; response scale: scaled: vehicle 0%, 10 µM genistein 100%. Potency, µM (titrated, usually from 46.1 µM), for inactives: at the highest dose activation, most hits filed as activators. 380,000 compounds, 1.1% hits; note: potency is the fitted concentration of half-maximal effect; nearly all actives have a fitted effect of over 80% in size; some results filed as inactive show a strong effect at the top dose
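Luminescence from a BRCA1-driven firefly luciferase in MCF7 cells was read after 48 h compound exposure at 37 C. Data normalized against DMSO and a 10microM genistein activation control, then curve-fitted across the titration.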
The depositor's hits bear a star; ? = inconclusive; · = not tested or not shown; & = joins results of further samples; [ ] = another dose, or the depositor's remark. Unless noted, calls come from the whole dose curve; as a rule, active = well fitted curve in the direction sought with a large enough effect; inconclusive = small, poorly fitted or top-dose-only effect, or another doubt; inactive = no such curve, though single readings can be large; an effect the other way counts as inactive or inconclusive. A portion of the library. The share of hits here may be higher or lower than overall.

SMILES | VP16 counter | NPC1 prom act | Menin-MLL TR inh | PKM2 activator | p53 reactivation | Rab9 prom act | Giardia kill | FLuc modulator | RORgamma inh | ELG1 genotoxic | BRCA1 expr act
O=C(Nc1cccc(S(=O)(=O)NC2=NCCCCC2)c1)c1cccnc1Cl | -4% | 5% | · | -8% | 3% | -5% | 9 | -1% | -13% | -1% | 8%
COC(=O)/C=c1/sc2n(c1=O)CCN=2 | -9% | 0% | 8% | -1% | 4% | 1% | -20 | 2% | -17% | 0% | -11%
O=C(O)c1cc(C(=O)O)cc(N2C(=O)CSC2=S)c1 | -8% | 0% | 35% | · | 18% | 8% | -18 | 1% | 1% | 0%[9.26 µM] | -2%
O=C(Cn1c(NCCO)nc2ccccc21)NCC(F)(F)F | -9% | 1% | · | 3% | -7% | -7% | -9 | 0% | -6% | -1% | 3%
CCCCNC(=O)C(c1ccc(OCC(=O)OC)c(C(=O)OC)c1)N(CCOC)C(=O)CCCCCN1C(=O)NC(c2ccc(-c3ccccc3)cc2)C(C(=O)OCc2ccccc2)=C1C (configuration not stated) | 4%&0% | -6% | -17% | -1%&-1% | -14% | -12% | · | -1% | 11%&23% | -12% | ·
CC(NO)/C(=N\O)c1cccs1 (configuration not stated) | 1% | 0% | 0% | -5% | 0% | 1% | 13 | -1% | 0% | 1% | 13%
O=C(Cc1cnn(-c2ccccc2)c1)c1ccc(O)c(O)c1O | 11% | 24% | 5% | 15% | 26% | ? | -7 | ? | 31% | ? | 5.6µM*
CC1=C(C(=O)Nc2ccccc2C(=O)N2CCC(C)CC2)SCCO1 | -2% | 3% | · | · | -3% | 0% | 10 | 2% | -14% | -6% | 21%
COc1ccc(C2Nc3ccccc3C(=O)N2c2ccc(C)cc2)cc1COc1ccccn1 (configuration not stated) | -6% | 3.2µM* | -3% | -9% | · | 3.2µM* | -2 | ? | 27% | ? | 115%
O=C(CN1C(=O)NC2(CCCC2)C1=O)OCCOc1cccc(Cl)c1 | · | -1% | · | · | -1% | -12% | 10 | 0% | · | 3% | -9%

Complete entries, looked up by structure.
Shown for O=C(O)c1cc(C(=O)O)cc(N2C(=O)CSC2=S)c1 : VP16 counter: -8%; NPC1 prom act: 0%; Menin-MLL TR inh: 35%; PKM2 activator: ·; p53 reactivation: 18%; Rab9 prom act: 8%; Giardia kill: -18; FLuc modulator: 1%; RORgamma inh: 1%; ELG1 genotoxic: 0%[9.26 µM]; BRCA1 expr act: -2%
Shown for CC1=C(C(=O)Nc2ccccc2C(=O)N2CCC(C)CC2)SCCO1 : VP16 counter: -2%; NPC1 prom act: 3%; Menin-MLL TR inh: ·; PKM2 activator: ·; p53 reactivation: -3%; Rab9 prom act: 0%; Giardia kill: 10; FLuc modulator: 2%; RORgamma inh: -14%; ELG1 genotoxic: -6%; BRCA1 expr act: 21%

Next section.
SMILES | VP16 counter | NPC1 prom act | Menin-MLL TR inh | PKM2 activator | p53 reactivation | Rab9 prom act | Giardia kill | FLuc modulator | RORgamma inh | ELG1 genotoxic | BRCA1 expr act
COc1cccc(NC(=O)c2cc3ccccc3o/c2=N\O)c1 | 20µM* | 0.79µM* | ? | -12% | · | 0.71µM* | ? | 0.54µM* | 8.9µM* | 0.41µM* | ?
O=c1cc(O)nc(SCc2ccccc2)n1-c1ccc(Cl)cc1 | -6% | -1% | -29% | 4% | -2% | -5% | 26 | -16% | 25% | 0% | -25%
CC(C(=O)Nc1ccc(O)c(C(=O)O)c1)N1C(=O)/C(=C/c2cccs2)SC1=S (configuration not stated) | 0% | 10% | · | · | 1% | 0% | -10 | ? | -1% | 3% | -5%
O=C(c1cccc(-n2cccc2)c1)N1CCN(S(=O)(=O)c2ccccc2)CC1 | · | -1% | · | · | 0% | 2% | ? | 3% | · | 0% | -3%
CC(C)N(C)CCOC(=O)C1COc2ccccc2O1 (configuration not stated) | 0% | -1% | · | -1% | 8% | -4% | -3 | 4% | 23% | 1% | -10%
CC(O)(CS(=O)(=O)Cc1ccccc1)c1ccccc1 (configuration not stated) | 3% | -3% | 4% | · | 4% | -6% | -8 | 1% | -5% | -4% | 22%
N=C1c2ccccc2CN1NC(=O)COc1ccc(Cl)cc1 | 6% | -2% | -15% | -9% | -3% | -1% | -7 | -9% | 8% | 0% | 19%
Fc1ccc(-c2cnc[nH]2)cc1 | 21% | 21% | · | -5% | 21% | 3% | 0 | ? | 18% | ? | 87%
COc1ccc(CCNc2c([N+](=O)[O-])c(=O)oc3ccccc23)cc1OC | -6% | -1% | 3% | 0% | -2% | 2% | 10 | -5% | 2% | -2% | -4%[1.84 µM]
COc1ccccc1NC(=O)CN(c1ccccc1)S(=O)(=O)c1ccccc1 | 3% | 0% | 18% | 5% | -2% | 0% | -2 | 0% | 0% | -8% | -26%

(next part)
SMILES | VP16 counter | NPC1 prom act | Menin-MLL TR inh | PKM2 activator | p53 reactivation | Rab9 prom act | Giardia kill | FLuc modulator | RORgamma inh | ELG1 genotoxic | BRCA1 expr act
Cc1cc(C)nc(/N=C2\NC(=O)CC(C(=O)O)N2c2ccc(Cl)cc2)n1 (configuration not stated) | 0% | -7% | 3% | -3% | 2% | -4% | 2 | 1% | -23% | -15% | -15%
CC1(NC(=S)Nc2ccc(NC(=S)NC3(C)CCS(=O)(=O)C3)cc2)CCS(=O)(=O)C1 (configuration not stated) | -15% | 0% | · | 1% | -3% | -2% | 8 | 0% | -4% | 1% | -12%
Cc1cc(C(=O)CSc2n[nH]c(N)n2)c(C)n1-c1cccc(F)c1 | 2% | 28% | 13% | -1% | 22% | ? | -2 | 24µM* | ? | ? | 13µM*
COc1ccc(-c2ncccc2O)cc1 | 17% | -1% | -1% | 4% | 14% | 0% | 13 | -6% | ? | 13% | ?
Cc1cc(OCC(=O)N2CCC(C(=O)O)CC2)c2c(C)cc(=O)oc2c1 | 1% | -1% | -26% | 0% | 9% | 0% | 10 | 1% | -10% | 3% | 5%
Cc1ccccc1NC(=O)c1ccc(CN2CCc3ccccc3C2)cc1 | 0%[0.365 µM] | -5% | 16% | 3% | 1% | -22% | -20 | 4% | 32% | 24% | -21%
Cc1cc(OCCCCNC(C)C)cc(C(C)C)c1 | 2% | 0% | -21% | -3% | -4% | -14% | 35[activator] | 0% | 6% | -5% | -47%
CC(=O)NC(c1ccc2ccccc2c1)c1ccc2cccnc2c1O (configuration not stated) | 1.6µM* | -24% | -3% | -2% | · | -37%[inhibitor] | -3 | -1% | 5µM* | ? | -85%
COC(=O)/C(C#N)=C\c1c(OC)[nH]c2ccccc12 | -7% | -5% | · | -1% | -4% | -8% | 7 | -1% | 41% | -13% | 7%
COc1ccc(CNS(=O)(=O)NCc2ccc(C)cc2)cc1OC | ? | -11% | 0% | 2% | -5% | -2% | 3 | 1% | 2% | -10% | 2%

The list goes on:
SMILES | VP16 counter | NPC1 prom act | Menin-MLL TR inh | PKM2 activator | p53 reactivation | Rab9 prom act | Giardia kill | FLuc modulator | RORgamma inh | ELG1 genotoxic | BRCA1 expr act
O=C(NCc1ccncc1)C(=O)NCc1ccncc1 | 6% | 3% | -14% | -2% | 0% | 10% | 30 | -1% | -6% | 0% | -17%
CCOc1ccc(S(=O)(=O)NCCC(=O)NCC(c2ccco2)N2CCCCC2)cc1 (configuration not stated) | · | 0% | · | · | 1% | -6% | 18 | 7% | · | -1% | -6%
CC(C)Oc1nc(-c2ccccc2O)nc2ccccc12 | 1% | 5% | 8% | -7% | 4% | -5% | -5 | 2% | 1% | 0% | 0%
COc1ccc(NC2=CC(c3cccc(OC)c3)N(c3ccc(OC)cc3)C2=O)cc1 (configuration not stated) | 17% | -3% | 12% | -1% | ? | -5% | 11 | 4% | -13% | 0% | -6%
Cc1nc2sccc2c(=O)n1-c1cccc(Cl)c1 | -10% | 3% | 22% | -6% | -3% | -2% | -5 | 7% | 13% | 0% | 0%
COc1ccc2cc3c(N)nn(C(=O)c4ccc(F)cc4)c3nc2c1 | -10% | 15% | · | 3% | -6% | 1% | -11 | -7% | -6% | -8% | 27%
FC(F)Oc1ccc(/C=N/c2c(-c3ccc(OC(F)F)cc3)nc3n2CCS3)cc1 | ? | -2% | ? | 13% | 12% | 14% | 10 | 9.5µM* | ? | 2% | 50%
O=C(c1cccc([N+](=O)[O-])c1)N1CC2C3C=CC(C3)C2C1 (configuration not stated) | -7% | -2% | -8% | 0% | 23% | -2% | 8 | 3% | 12% | 17% | 0%
Cc1cccc(C(=O)OCc2cc(=O)oc3c(C)c(C)ccc23)c1O | 17% | ? | 5% | -1% | 15% | ? | -4 | 1% | 0% | 9% | -6%
COc1ccc(N2CCOCC2)c(NC(=O)COc2cccc(C)c2)c1 | · | 1% | ? | 0% | · | -6% | -5 | -2% | · | -8% | -11%
